Pf growth 96h = inhibits malaria parasite growth, 96 h | P. falciparum luciferase reporter growth, 96 h | Potency, µM (titrated, usually from 28.7 µM), inactives show top-dose activity change, negative = inhibition, hits mostly inhibitors | 320,000 compounds, 6.9% hits; note: potency is the fitted concentration of half-maximal effect; % is set by controls: 0 for no effect and ±100 for the full control effect
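Erythrocytes infected with luciferase-expressing P. falciparum were dispensed at 2% hematocrit and 0.05% parasitemia (final), then incubated with compounds 96 hours at 37 C in 5% CO2. Luminescence after detection reagent addition reported growth.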
HCV inh = HCV inhibition; Huh7.5.1 HCVcc-Cre infection, luciferase reporter, 44 h; AID 651820; 340,000 compounds, 3.4% hits; Potency, µM (top dose mostly 41.8 µM), for inactives: at the top dose activity change, negative = inhibition, hits mostly inhibitors; note: potency is the fitted concentration of half-maximal effect; % is set by controls: 0 for no effect and ±100 for the full control effect
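After 44 h co-culture of compound, cells and HCVcc-Cre (~0.5 moi), substrate is added for 15 min at room temperature and luciferase measured over 15 sec. Cells were seeded at 1,000/well and pre-cultured 4 h.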
Cycloheximide cs = affects cycloheximide protein synthesis inhibition readout, counter-screen | AID 2314 | max response, % | cell reporter, cycloheximide protein synthesis inhibition counterscreen | 300,000 compounds, 12% hits; in the data active = max response mostly above about 13%, no sharp cut-off; inactive = mostly below about 14%; note: read at 38.3 µM for the half of the compounds with a filed dose; 0% is about no effect
Pf growth 48h = inhibits P. falciparum growth in the first generation, 48 h | P. falciparum luciferase growth in erythrocytes, 48 h | Potency, µM (titrated, usually from 28.7 µM), for the others: at the highest dose activity change, negative = inhibition, usual class: inhibitors | 310,000 compounds, 5.9% hits | AID 504832; note: potency is the fitted concentration of half-maximal effect; % is set by controls: 0 for no effect and ±100 for the full control effect
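Cell-based growth assay: transgenic P. falciparum expressing firefly luciferase, cultured in red cells within RPMI 1640 containing 0.5% w/v Albumax, 24 mM bicarbonate and gentamycin. A drop in luciferase activity indicates inhibition.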
Shiga inhibitor = inhibitors of Shiga toxin in Vero cells; Vero cells, Shiga toxin protein synthesis inhibition reporter; inhibition, % at 38.7 µM; 290,000 compounds, 9.2% hits; in the data active = inhibition mostly above about 28%, no sharp cut-off; inactive = mostly below about 43%; note: 0% is about no effect
LmPK inhibitor = blocks Leishmania mexicana pyruvate kinase activity; Q27686; purified LmPK, Kinase-Glo ATP luminescence, 1 h; Potency, µM (doses to about 57.5 µM), for the others: at the highest dose activity change, negative = inhibition, most hits filed as inhibitors; 290,000 compounds, 0.37% hits; AID 1721; note: potency is the fitted concentration of half-maximal effect; % is set by controls: 0 for no effect and ±100 for the full control effect
Target sequence (Q27686 whole entry, looked up): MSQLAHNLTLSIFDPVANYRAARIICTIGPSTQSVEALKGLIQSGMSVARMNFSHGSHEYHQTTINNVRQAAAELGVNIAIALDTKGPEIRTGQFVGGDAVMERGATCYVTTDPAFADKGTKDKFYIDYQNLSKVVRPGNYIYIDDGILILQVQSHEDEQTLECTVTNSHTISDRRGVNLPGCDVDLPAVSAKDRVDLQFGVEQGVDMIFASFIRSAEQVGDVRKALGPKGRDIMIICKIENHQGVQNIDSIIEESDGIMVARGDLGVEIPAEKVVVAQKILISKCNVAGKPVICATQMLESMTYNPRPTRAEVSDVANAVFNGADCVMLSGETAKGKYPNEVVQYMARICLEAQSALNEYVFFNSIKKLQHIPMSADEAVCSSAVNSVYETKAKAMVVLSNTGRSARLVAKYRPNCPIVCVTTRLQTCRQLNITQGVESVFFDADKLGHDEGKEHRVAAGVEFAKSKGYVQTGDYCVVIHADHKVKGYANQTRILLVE
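Purified LmPK (0.1 nM) converted ADP (0.1 mM) to ATP with PEP (0.5 mM) in imidazole buffer pH 7.2 with KCl and MgCl2, 1 h at room temperature. ATP was read by Kinase-Glo luminescence; data normalized to uninhibited and no-enzyme controls.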
TbPYK inhibitor = inhibitors of Trypanosoma brucei pyruvate kinase | TbPYK enzyme, Kinase-Glo Plus ATP luminescence, 45 min | Potency, µM (titrated, usually from 76.8 µM), for the others: at the highest dose activity, negative = inhibition, usual class: inhibitors | Q57TT1 | 410,000 compounds, 0.12% hits | AID 624173; note: potency is the fitted concentration of half-maximal effect; % is set by controls: 0 for no effect and ±100 for the full control effect; nearly all actives have a fitted effect of over 50% in size
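Quantitative HTS: titrated library compounds versus trypanosomal pyruvate kinase in TEA buffer (pH 7.2) containing KCl, MgCl2, BSA and Tween-20. Reactions were initiated with ADP, 130 uM final. Kinase-Glo Plus luminescence was read after 45 min at RT.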
Numbers without * were called inactive; ? = inconclusive; . = no result given; [ ] = dose if it differs, or a comment. Unless noted, calls come from the whole dose curve; as a rule, active = well fitted curve in the direction sought with a large enough effect; inconclusive = small, poorly fitted or top-dose-only effect, or another doubt; inactive = no such curve, though single readings can be large; an effect the other way counts as inactive or inconclusive. This is a random part of the collection. Share with any hit: about 24%.

SMILES | Pf growth 96h | HCV inh | Cycloheximide cs | Pf growth 48h | Shiga inhibitor | LmPK inhibitor | TbPYK inhibitor
CCCC(c1nnnn1C(C)(C)CC)N1CCN(C(=O)c2ccco2)CC1 (configuration not stated) | ? | -5% | -10 | -10% | 14 | -5% | 0%
Cn1nnc2ccccc2c1=O | ? | 7% | -5 | 28% | 7 | -11% | 1%
O=C(O)CC(=O)Nc1ccc(Oc2ccc(C(F)(F)F)cn2)c(Cl)c1 | -32% | 5% | -5 | ? | -5 | -3% | 6%
CSCCCNC(=S)N1CCc2ccccc2C1 | 71%[activator] | -27% | 29* | ? | 74 | -4% | -9%
COc1ccc(/C=N/NC(=O)c2cc(-c3ccccc3OC)nc3ccccc23)cc1COC(C)=O | 1.9µM* | 11% | -2 | 12µM* | -11 | 1% | 1%
O=c1[nH]c(CN2CCN(c3ccccc3Cl)CC2)nc2ccsc12 | ? | 11% | 1 | -6% | 1 | -8% | -2%
CC(C)Oc1ccc(CSc2ncn[nH]2)cc1 | 59%[activator] | -5% | 32* | 63%[activator] | 51* | -2% | 0%
COc1ccc(CCNC(=O)CN(c2cccc([N+](=O)[O-])c2)S(C)(=O)=O)cc1 | -9% | 3% | -1 | -5% | -8 | 0% | -9%
O=C(Nc1cccc(-c2cn3c(n2)SCC3)c1)c1ccc2ccccc2n1 | . | -59% | 45* | 88%[activator] | 133* | 1% | -6%
CC(=O)c1ccccc1NS(=O)(=O)c1ccc2c(c1)CC(=O)N2 | 4.7µM* | 6% | . | ? | . | . | -2%
CN(C)C(/C=C/Nc1ccccc1F)=C(C#N)C#N | 11% | 16% | 7 | 12% | 8 | 3% | -1%
O=C(CCC1(C(=O)O)CCC(=O)NC1)NCc1ccccc1 (configuration not stated) | . | 4% | 2 | 11% | -5 | -2% | 4%

For reference, 2 of the compounds above:
SMILES | Pf growth 96h | HCV inh | Cycloheximide cs | Pf growth 48h | Shiga inhibitor | LmPK inhibitor | TbPYK inhibitor
CCCC(c1nnnn1C(C)(C)CC)N1CCN(C(=O)c2ccco2)CC1 (configuration not stated) | ? | -5% | -10 | -10% | 14 | -5% | 0%
Cn1nnc2ccccc2c1=O | ? | 7% | -5 | 28% | 7 | -11% | 1%

The results go on:
SMILES | Pf growth 96h | HCV inh | Cycloheximide cs | Pf growth 48h | Shiga inhibitor | LmPK inhibitor | TbPYK inhibitor
N#Cc1c(NC(=O)C2C3C=CC(C3)C2C(=O)O)sc2c1CCCCC2 (configuration not stated) | 20% | ? | 16 | 0% | 33 | 1% | -3%
Cc1ccccc1NC(=O)CN1C(=O)S/C(=C\c2cccn2-c2cccc(C(=O)O)c2)C1=O | 39%[activator] | 15% | -3 | -12% | -6 | -3% | 1%
COc1cccc(-n2c(SCc3ccccn3)nc3c(c2=O)SCC3)c1 | -15% | 16% | 3 | -16% | -3 | 10% | 7%
Cc1cccc(NC(=O)/C(C#N)=C/c2ccc(Sc3ccccc3)o2)c1C | 44%[activator] | -10% | -3 | 3% | -17 | -2% | 1%
Cc1ccc(Cl)c(O)c1 | 16% | . | . | 19% | . | . | 0%
COc1ccc(N2C(=O)C(Cl)=C(Oc3cccc(OC)c3)C2=O)cc1 | -42% | ? | 13 | 9% | 24 | 1% | -9%
O=c1c(Cc2ccc(F)cc2)c(O)ccn1CCc1ccccn1 | 6% | 6% | -1 | -8% | 14 | 1% | -8%
O=C(COC(=O)c1ccccc1Cl)Nc1nccs1 | 62%[activator] | 12% | 11* | 37% | 18 | -3% | 0%
Cc1ccccc1-n1c(SC/C(O)=C(\C#N)c2nc3ccccc3[nH]2)nnc1-c1ccncc1 | 49%[activator] | -6% | -3 | ? | -20 | -4% | -2%
CCn1c2ccccc2c2cc(Nc3cc(C)nc4ncnn34)ccc21 | 7% | ? | -5 | 0.074µM* | -15 | 4% | -3%
O=C(CC1NCCc2ccccc21)Nc1cccc(Cl)c1 (configuration not stated) | 34%[activator] | -2% | 30* | ? | 51* | 8% | -4%
Cc1cc(C)n(CC(=O)NNC(=O)CCNC(=O)c2ccccc2Cl)n1 | -7% | 1% | . | 13% | . | . | -9%
Cc1ccccc1CSCCNS(C)(=O)=O | 47%[activator] | 14% | -3 | . | -5 | 0% | -4%
Cc1cc(CN(C)C(=O)CC2C(=O)NCCN2Cc2ccc(-c3ccccc3)cc2)on1 (configuration not stated) | 10µM* | -3% | 5 | -17% | 12 | 1% | 1%
COC(=O)c1cc2ccsc2n1CC(=O)Nc1cc(C)cc(C)c1 | ? | -21% | 1 | -15% | 16 | 1% | 0%
Cc1ccc(NC(=O)c2cc(-c3ccco3)on2)cc1 | 7% | 2% | 41* | 350%[activator] | 133* | 3% | -7%
COc1ccc(S(=O)(=O)N2CCOCC2)cc1NC(=O)CSc1nnc2ccccn12 | -2% | . | -3 | 1% | -7 | 4% | .
Cc1ccc2nc(SCC(=O)Nc3ccc(F)cc3)nc(=O)n2c1 | 23% | -1% | . | -1% | . | . | 0%
O=C(Nc1ccc(-c2nc3c(ccc4ccccc43)o2)cc1)c1ccco1 | 1.9µM* | -28% | 26* | . | 29 | -7% | ?
COC(=O)[C@H](Cc1ccccc1)NC(=O)c1ccc2ccccc2n1 | 215%[activator] | 14% | 18 | 207%[activator] | 41* | 8% | 2%
Cc1ccc(N2CC(C(=O)Nc3cc(C)on3)CC2=O)c(C)c1 (configuration not stated) | ? | 5% | 4 | 12% | -14 | -7% | -2%
COc1ccc(-n2c(C)cc3cc(OC(C)=O)ccc32)cc1 | 46%[activator] | 9% | 11* | 13% | 24 | -3% | 0%
O=C(O)CCCCCCCCc1cn(CCc2c[nH]c3ccccc23)nn1 | 12% | 18% | -1 | 1% | -10 | -4% | 1%
CCOC(=O)c1cnc(-c2cccc(OC)c2)[nH]c1=O | ? | 3% | 15* | 18% | 12 | -1% | 2%
C=CCNC(=S)NNC(=O)c1ccc2c(c1)OCO2 | 16% | -16% | 3 | 4% | 19 | -1% | 6%
CCOC(=O)CCn1nc(-c2ccccc2)cc1N | 28% | 0% | 35* | 12% | 39* | -1% | 1%
CC(C)(C)c1cc(C(=O)NNc2cc(C(F)(F)F)ccc2Cl)n(Cc2ccccc2)n1 | 12µM* | ? | 28* | 13µM* | 43* | 4% | 3%
Cc1csc(=Nc2c(C)n(C)n(-c3ccccc3)c2=O)n1-c1ccccc1 | -16% | 6% | -4 | 3% | 11 | -1% | -2%
COc1ccc(CCn2c(=N)c(C(=O)N3CCN(C)CC3)cc3c(=O)n4ccccc4nc32)cc1 | ? | -15% | 1 | . | 20 | 2% | 0%
C/C(=N/NC(=O)CNC(=O)c1ccc2c(c1)OCO2)c1ccc2c(c1)CCCC2 | 3.3µM* | ? | 7 | 1% | -11 | 6%[11.5 µM] | -9%
Cc1ccn2c(CNCCCn3cccn3)c(C(=O)N3CCCCCC3)nc2c1 | 24% | 17% | -1 | 8% | 15 | -1% | 1%
Cc1cc(Cl)c2oc(C(=O)N(C)CCCN3CCOCC3)c(C)c2c1 | ? | -12% | 1 | -8% | 4 | -1% | -5%
CCC(C(=O)OCC(=O)Nc1ccc2[nH]c(=O)[nH]c2c1)c1ccccc1 (configuration not stated) | 16% | -1% | . | -1% | . | . | 2%
O=C(Cc1cccs1)N1CCC(c2nc3c(nnn3Cc3ccc(F)cc3)c(=O)[nH]2)CC1 | 1%[5.75 µM] | 13% | -1 | ? | 5 | 2% | -14%
CCOC(=O)c1c(C)[nH]c(C)c1S(=O)(=O)N(C)CC(=O)Nc1ccccc1 | ? | 3% | -3 | -4% | 25 | 5% | -1%
O=C1CCNc2c(Cl)cc(Cl)cc21 | 9% | 20% | -2 | 23% | -6 | -4% | 1%

Limited to LmPK inhibitor, for some of the entries so far:
SMILES | LmPK inhibitor
CCOC(=O)c1c(C)[nH]c(C)c1S(=O)(=O)N(C)CC(=O)Nc1ccccc1 | 5%
O=C1CCNc2c(Cl)cc(Cl)cc21 | -4%

More structures:
SMILES | Pf growth 96h | HCV inh | Cycloheximide cs | Pf growth 48h | Shiga inhibitor | LmPK inhibitor | TbPYK inhibitor
CCS(=O)(=O)Nc1cccc(C2=NN(S(=O)(=O)c3ccccc3)C(c3cccs3)C2)c1 (configuration not stated) | ? | -7% | -1 | ? | -9 | 5% | -1%
CCNc1nc(NCC)nc(OCCOC(C)=O)n1 | 4.1µM* | -5% | 1 | -6% | 14 | -1% | 1%
Cc1cccc(NC(=S)NC(C)C(c2cccs2)N2CCN(C)CC2)c1C (configuration not stated) | ? | 6% | 0 | ? | 42 | 4% | -6%
COc1ccc(-c2cc(C(=O)NCCc3ccc(S(N)(=O)=O)cc3)c3ccccc3n2)cc1 | -9% | -21% | 29 | 81%[activator] | 30 | -6% | 5%
COc1ccc(-c2coc3c(C)c4oc(=O)c(CC(=O)O)c(C)c4cc23)cc1 | -19% | 22% | -4 | 1% | 19 | 5% | -6%
Cc1cc2ncc(-c3ccc(Cl)cc3)c(N)n2n1 | -38% | ? | 43* | 63%[activator] | 64* | 2% | 7%
CC(C)(C)Cc1nnc(NC(=O)c2cc(-c3ccccc3)nc3ccccc23)s1 | . | ? | -3 | -23% | 11 | 0% | 2%
CC1CN(c2nnc(-c3ccccc3)c3ccccc23)CC(C)O1 (configuration not stated) | -18% | ? | -2 | -14% | -7 | 3% | 29%
O=C(CN1CCc2ccccc21)Nc1ccc2c(c1)OCO2 | . | 4% | 11 | -4% | 26 | -6% | -18%
O=S(=O)(NCCNS(=O)(=O)c1cccs1)c1cccs1 | ? | 21% | -3 | -4% | -4 | -2% | -5%
CC1(c2ccc(Cl)c(Cl)c2)NC(=S)N2C1NC(=S)N2c1ccccc1 (configuration not stated) | ? | 10% | -1 | 23% | 5 | 6% | -8%
CN(C(=O)c1ccccc1[N+](=O)[O-])c1ccccc1C(=O)NCc1ccccc1 | -22% | 24% | -3 | ? | -3 | -6% | -1%
CCc1ccc(NC(=O)N2CCC(c3ccccc3)C2)cc1 (configuration not stated) | 19% | 20% | 39* | 246%[activator] | 108* | -4% | 3%
Clc1ccc(/C=N\Nc2ccccc2)cc1 | ? | -5% | 12 | -3% | 27* | -3% | -2%
O=C(Nc1ccccc1)c1ccc(NCCN2C(=O)CCC2=O)c([N+](=O)[O-])c1 | 14% | 17% | -1 | 12% | -8 | -3% | 0%
Cc1ccc(S(=O)(=O)/N=C(/Nc2ccc(F)cc2F)c2ccc(F)cc2)cc1 | 0% | 9% | -3 | -12% | -4 | 6% | -5%
CCCCNC(=O)c1cn(CC)c2cc(N3CCN(C(=O)c4ccco4)CC3)c(F)cc2c1=O | ? | ? | -3 | ? | -7 | -1% | -5%
CCN(c1ccccc1)S(=O)(=O)c1ccc(C(=O)NCc2ccccn2)cc1 | 48%[activator] | -20% | . | 8% | . | . | 3%
CCOc1ccccc1NC(=S)N(CCCN1CCOCC1)Cc1cn(C)c2ccccc12 | ? | ? | 7 | 12µM* | 16 | -2% | -1%
CCCC(=O)c1cc(F)c(N2CCN(CCC#N)CC2)cc1C | -25% | -12% | -1 | . | -19 | 5% | 1%
CCCCCCn1c(C(C)O)nc2ccccc21 (configuration not stated) | . | -3% | -2 | -2% | -16 | -3% | -7%

Screens (PubChem BioAssay)
